# Lipid droplet = modulators of hepatic lipid droplet formation | AML12 mouse hepatocytes, oleate lipid droplets, BODIPY imaging | AID 1656 | inhibition, % at 6.5 µM | hit rate 0.4% among 240,000;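 active means lipid droplet intensity inhibited by at least 50%, with more than 500 cells counted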
#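 Material: mouse AML12 hepatocyte cell line, fixed after treatment; Timing: compound with oleate, overnight; Technique: high-content imaging of BODIPY-stained droplets and DAPI nuclei; Probe or stimulus: oleate, 100 µM final; Dosing: compound at 6.5 µM only.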
# K1F lysis inhibition = inhibition of K1F phage lysis, E. coli UTI89, bacterial capsule biogenesis inhibitors, alamar blue (AID 488966); E. coli UTI89 K1F phage lysis, alamar blue, 2 h; higher % means a stronger effect; inhibition, % at 100 µM; hits with a dose series show IC50 in µM; hit rate 0.02% among 340,000;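 active means phage lysis inhibition, versus mean bacterial control, above a set limit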;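 further: capsule biogenesis inhibitors block K1F phage lysis so surviving cells raise fluorescence; higher fluorescence means more inhibition of phage lysis; actives were called in the ten point dose series up to 300 µM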
# SIAH1 antagonists = blockers of Siah-1 interaction with plectin peptide – biochemical, fluorescence polarization, rhodamine-plectin, uHTS, primary screen (AID 1817). displacement, % at 20 µM, or IC50 in µM where a hit was titrated. Siah-1 / rhodamine-plectin peptide fluorescence polarization; higher % means a stronger effect. hit rate 0.02% among 290,000;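 active means displacement of at least 50% at 20 µM, with a fluorescence ratio check between 0.3 and a set limit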;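 further: plate controls were Siah plus tracer with DMSO for no effect and tracer alone without Siah for full effect; strong numbers were not always called active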
# P. falciparum M1AAP = malaria alanyl aminopeptidase activity blockers – biochemical, fluorogenic H-Leu-NHMec substrate, 1536-well (AID 1445); recombinant M1AAP, H-Leu-NHMec fluorogenic kinetic assay; higher % means a stronger effect; inhibition, % at 30 µM; hits with a dose series show IC50 in µM; hit rate 0.42% among 220,000;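 active means primary inhibition above the hit cutoff, then over 50% inhibition at one or more dose response concentrations, cut at about 23% in these data, passing the limit was not always enough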;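 further: plate controls were DMSO full reaction for no effect and no enzyme background for full effect; strong numbers were not always called active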
# XIAP displacement = XIAP antagonists, biochemical, IAP family, fluorescence polarization (AID 1018). XIAP BIR domain, fluorescence polarization peptide displacement; higher % means a stronger effect. displacement, % at 20 µM; hits with a dose series show IC50 in µM. hit rate 0.007% among 200,000; in the data active means displacement above about 50%; further: a part of the inactive calls stands beside numbers as strong as those of hits
# PMI inhibition = human PMI inhibitors, high substrate, primary screen, biochemical, fluorescence intensity, high mannose 6-phosphate (AID 1220); recombinant PMI enzyme, coupled fluorescence intensity; higher % means a stronger effect; inhibition, % at 20 µM, or IC50 in µM where a hit was titrated; hit rate 0.66% among 190,000
# TNAP activators = stimulation of alkaline phosphatase TNAP activity – biochemical, luminescent, no phosphate acceptor, uHTS, primary screen (AID 1001) | purified TNAP, luminescent activation assay, no phosphate acceptor; higher activation fold means a stronger effect | activation fold at 20 µM; hits with a dose series show EC50 in µM | hit rate 0.03% among 200,000; in the data active means activation fold from about 3, or a potency from the dose series; inactive means the rest, 99 in 100 with activation fold below about 1.6; further: many of its hits are not listed in these tables
# PMI inhibitors = inhibitors of human PMI, primary screen, biochemical, fluorescence intensity, coupled assay (AID 1209) | purified PMI enzyme, coupled fluorescence intensity; higher % means a stronger effect | inhibition, % at 20 µM; hits with a dose series show IC50 in µM | hit rate 0.42% among 190,000;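 further: plate controls were DMSO vehicle for no effect and wells lacking substrate for full effect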
# M17LAP inhibition = P. falciparum M17LAP inhibitors, primary screen, biochemical, fluorogenic H-Leu-NHMec substrate, 1536-well (AID 1619). recombinant M17LAP, H-Leu-NHMec fluorogenic kinetic assay; higher % means a stronger effect. one-dose inhibition, % at 30 µM; IC50 in µM for titrated hits. hit rate 0.38% among 220,000;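 active means compound inhibiting the enzyme by more than half at any dose during confirmatory dose-response retesting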;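 further: plate controls were full reaction with DMSO carrier for no effect and no enzyme background for full effect; strong numbers were not always called active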
# Lipid droplet cells 6.5 µM = also measured in Lipid droplet; calls as there; cell count; measured here: cell count, cytotoxicity flag;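 cells counted across two imaged fields per well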
# Numbers without * were called inactive; x = no result given; [ ] = another dose, or the depositor's remark. Unless noted, no stated cut-off is given here; in the data, active means inhibition above about 50%; inactive means the rest.
SMILES,Lipid droplet,Lipid droplet cells 6.5 µM,K1F lysis inhibition,SIAH1 antagonists,P. falciparum M1AAP,XIAP displacement,PMI inhibition,TNAP activators,PMI inhibitors,M17LAP inhibition
CN=Cc1cc(-c2ccccc2)sc1O,-20,582,0.8%,1%,-1%,-1.8%,4%,1.1,7%,5%
CC(=O)c1c(C)nc(-c2ccccc2)nc1NC(=O)Cc1ccccc1,-12,629,0.4%,-3%,5%,-4.3%,6%,1,1%,0%
Cc1ccc(-c2csc(NC(=O)C3CCN(S(=O)(=O)c4cccs4)CC3)n2)cc1,0,575,8.2%,3%,-2%,-2.5%,13%,1.2,14%,-1%
O=C(C/C=N/OCc1ccc(Cl)cc1Cl)c1ccccc1,x,x,0.2%,4%,2%,-4.3%,20%,1.1,17%,-3%
Cc1nc(N2CCCCC2)c2c(C)c(C(=O)Nc3ccccc3C(F)(F)F)sc2n1,-15,688,0.5%,0%,8%,-2.0%,18%,1,22%,17%
O=S(=O)(Cc1ccccc1)Nc1ccc(S(=O)(=O)N2CCCC2)cc1,-4,713,0.3%,4%,-2%,x,x,x,x,0%
COC(=O)C1=C(C(=O)OC)C(c2ccccc2O)c2sc(=O)[nH]c2S1 (stereo not given),-32,630,1.5%[50 µM],4%,45%,-3.6%,31%,1.1,9%,22%
Nc1nc(Sc2ccc(C(F)(F)F)cn2)n[nH]1,2,628,0.1%,7%,-2%,-4.1%,5%,1,6%,7%
Cc1ccc(C(=O)OCC(=O)NCc2cccs2)cc1C,-4,715,0.0%,0%,3%,-2.2%,-7%,1.1,-10%,-1%
CCOc1cc(C(=O)OCC(=O)c2c(C)[nH]c3ccccc23)ccc1OCC(=O)N1CCOCC1,x,x,0.1%,-2%,1%,-2.0%,9%,1.1,10%,-4%
O=C(O)C1CCCCC1C(=O)NCCc1ccccc1 (stereo not given),-2,782,1.0%,-2%,1%,-6.3%,3%,1.1,6%,32%
Cc1cc(NC(=O)C(=O)NCc2cccc(Cl)c2)no1,3,685,0.3%,-1%,6%,x,x,x,x,5%
COc1cccc(C(=O)Nc2c[nH]c(=O)[nH]c2=O)c1,-9,642,2.5%,13%,-8%,x,x,x,x,8%
CC(=O)N1CCN(C(=O)CNc2cc(C(F)(F)F)ccc2OCC(F)(F)F)CC1,x,x,0.8%,0%,-8%,-1.9%,-4%,1.2,-2%,1%
CN(Cc1ccccc1)C(=O)COc1ccc(Br)cc1Cl,-6,634,-0.5%[50 µM],5%,0%,x,x,x,x,8%
CC(/C=N/NC(=O)Cn1cnc2ccccc21)=C\c1ccccc1,-1,646,0.1%,-6%,8%,-1.2%,10%,1,10%,-8%
O=C(/C=C/c1cccs1)Nc1ccc([N+](=O)[O-])cc1,12,596,0.3%,3%,10%,-14%,-4%,1,3%,7%
COc1ccc(/C=N/NC(=O)c2ccc3nc[nH]c3c2)cc1,4,728,x,2%,1%,x,x,x,x,22%
Cc1nnc2ccc(Oc3ccc(-c4ccccc4)cc3)nn12,x,x,3.6%,-2%,3%,-7.8%,-6%,1.1,-2%,-6%
N#Cc1cccc(NC(=O)COc2ccc(-n3ccnc3)cc2)c1,x,x,0.4%,4%,2%,-3.2%,-4%,1.1,-7%,2%
C/C(=N\Nc1ncc(Cl)cc1Cl)c1ccc(OC(F)F)cc1,11,667,0.5%,-3%,7%,-8.1%,14%,1.1,19%,20%
CCCCc1c(C)nc2ccccc2c1SCCC#N,-18,624,-0.1%,-2%,5%,5.3%,-32%,1.1,-10%,-4%
CCc1c(C)nc(SCC(=O)c2cccs2)c(C#N)c1C,14,739,0.2%,4%,-4%,-5.1%,-12%,1,-6%,-3%
CCSC1=N/C(=C\c2ccc(OC)cc2)C(=O)N1,-58,708,0.1%[50 µM],4%,10%,-7.2%,18%,1,18%,5%
O=C(CSc1nc2ccccc2n1CCc1ccccc1)NC1CCS(=O)(=O)C1 (stereo not given),-6,794,-0.3%,11%,7%,-1.6%,-2%,1,4%,-6%

# Grouped by structure: those above containing an NH in an aromatic ring
SMILES,Lipid droplet,Lipid droplet cells 6.5 µM,K1F lysis inhibition,SIAH1 antagonists,P. falciparum M1AAP,XIAP displacement,PMI inhibition,TNAP activators,PMI inhibitors,M17LAP inhibition
COC(=O)C1=C(C(=O)OC)C(c2ccccc2O)c2sc(=O)[nH]c2S1 (stereo not given),-32,630,1.5%[50 µM],4%,45%,-3.6%,31%,1.1,9%,22%
Nc1nc(Sc2ccc(C(F)(F)F)cn2)n[nH]1,2,628,0.1%,7%,-2%,-4.1%,5%,1,6%,7%
CCOc1cc(C(=O)OCC(=O)c2c(C)[nH]c3ccccc23)ccc1OCC(=O)N1CCOCC1,x,x,0.1%,-2%,1%,-2.0%,9%,1.1,10%,-4%
COc1cccc(C(=O)Nc2c[nH]c(=O)[nH]c2=O)c1,-9,642,2.5%,13%,-8%,x,x,x,x,8%
COc1ccc(/C=N/NC(=O)c2ccc3nc[nH]c3c2)cc1,4,728,x,2%,1%,x,x,x,x,22%

# Later entries
SMILES,Lipid droplet,Lipid droplet cells 6.5 µM,K1F lysis inhibition,SIAH1 antagonists,P. falciparum M1AAP,XIAP displacement,PMI inhibition,TNAP activators,PMI inhibitors,M17LAP inhibition
CN(C)c1ccc(P(=O)(OC2CCCCC2)C(O)c2cccnc2)cc1 (stereo not given),x,x,0.2%,0%,1%,-3.2%,-6%,1.1,7%,7%
O=C(N/N=C/c1ccc2c(c1)OCO2)/C(=C/c1ccc2c(c1)OCO2)NC(=O)c1ccccc1,x,x,0.8%,-2%,-2%,-3.1%,10%,1,4%,0%
O=c1cc2c(nn1Cc1cccc(Cl)c1)-c1ccccc1CC2,8,768,4.0%,-2%,7%,-8.5%,12%,1,10%,7%
COc1ccc(C2Sc3nncn3N2Cc2ccc(C#N)cc2)cc1 (stereo not given),x,x,-0.1%,2%,3%,6.0%,10%,1.1,8%,10%
CCOC(=O)c1ccc(NC(=S)NNC(C)(C)C)cc1,0,735,x,-4%,1%,x,x,x,x,-9%
Cc1ccc(-c2csc(/C(C#N)=C/Nc3ccccc3SC(F)(F)F)n2)c(C)c1,27,704,0.1%,-1%,12%,-1.9%,2%,1.1,10%,-1%
CC(=O)c1ccc(NC(=O)C2Cc3ccccc3CN2C(=O)c2ccccc2)cc1 (stereo not given),12,683,3.5%,3%,7%,0.4%,14%,1.1,16%,4%
CCOC(=O)c1c(C)n(C)c2ccc(OCC(O)Cn3nc(C)c(Br)c3C)cc12 (stereo not given),-6,739,-0.7%,-7%,6%,-4.1%,13%,1,8%,-7%
COc1cc(C(=O)NC(=S)Nc2ccc3c(c2)C(=O)N(C)C3=O)cc(OC)c1OC,-5,773,1.9%,-4%,4%,-9.9%,0%,1,17%,4%
COc1ccccc1N1CC(C)(C)C(=O)N(C(=O)c2ccc(Cl)cc2)C1=S,8,770,0.1%,-4%,-2%,x,x,x,x,-7%
CCc1ccccc1NC(=O)c1cnccn1,-20,733,3.2%,8%,-1%,-1.6%,-4%,1.1,-7%,-9%
CCOC(=O)C1CCCCN1Cc1ccc(C(F)(F)F)cc1 (stereo not given),0,732,0.5%,4%,7%,0.2%,-3%,1.1,8%,2%
CCCn1c(SCC(=O)Nc2nnc(-c3ccccc3)s2)nnc1-c1ccccn1,9,711,-1.2%,-4%,-9%,-4.5%,2%,1,8%,5%
CCOc1cc(/C=N/O)ccc1OCc1ccc([N+](=O)[O-])cc1,-11,694,2.8%,23%,0%,-14%,13%,1.1,10%,19%
COc1ccccc1CNC(=O)C1CCN(c2nc3ccccc3o2)CC1,x,x,6.6%,5%,-1%,-4.7%,-2%,1.1,-2%,-14%
CCN1C(=O)CSC1=NC12CC3CC(CC(C3)C1)C2,12,771,0.0%,0%,3%,-8.4%,-4%,1,-2%,-1%
CCC(C)(C)n1nnnc1C(CC(C)C)N1CCC(C(N)=O)CC1 (stereo not given),x,x,-0.1%,-1%,0%,-6.6%,-7%,0.9,-13%,-9%
COc1ccc(OCC(=O)OCCN2C(=O)c3ccccc3C2=O)cc1,x,x,-0.1%,9%,6%,-5.8%,10%,1.1,5%,-8%
Cc1cc(C(=O)OCC(=O)Nc2ccccc2F)c(C)o1,x,x,-1.3%,5%,4%,-12%,-3%,1.1,5%,13%
O=c1c2ccccc2nc(COc2ccccc2)n1/N=C/c1c[nH]c2ccccc12,-3,588,0.0%,-2%,5%,-21%,-4%,0.9,3%,-2%
Cc1cc(C(=O)OCC(=O)NC(=O)NC(C)(C)C)c(C)o1,x,x,-0.2%,0%,-3%,-11%,8%,1.1,8%,7%
Cc1cccc(OCC(=O)Nc2nnc(-c3ccco3)s2)c1,3,708,-0.3%,10%,6%,-5.9%,0%,1.1,-3%,13%
COc1ccc(N/C=C(\C2OC(=O)c3ccccc32)[N+](=O)[O-])cc1 (stereo not given),10,688,-0.4%,-4%,2%,-1.0%,-4%,1.1,-20%,1%

# Entries shown so far containing a tert-butyl group, in the order listed:
SMILES,Lipid droplet,Lipid droplet cells 6.5 µM,K1F lysis inhibition,SIAH1 antagonists,P. falciparum M1AAP,XIAP displacement,PMI inhibition,TNAP activators,PMI inhibitors,M17LAP inhibition
CCOC(=O)c1ccc(NC(=S)NNC(C)(C)C)cc1,0,735,x,-4%,1%,x,x,x,x,-9%
Cc1cc(C(=O)OCC(=O)NC(=O)NC(C)(C)C)c(C)o1,x,x,-0.2%,0%,-3%,-11%,8%,1.1,8%,7%

# Single records, from the list above:
# C/C(=N\Nc1ncc(Cl)cc1Cl)c1ccc(OC(F)F)cc1 across the screens: Lipid droplet = 11; Lipid droplet cells 6.5 µM = 667; K1F lysis inhibition = 0.5%; SIAH1 antagonists = -3%; P. falciparum M1AAP = 7%; XIAP displacement = -8.1%; PMI inhibition = 14%; TNAP activators = 1.1; PMI inhibitors = 19%; M17LAP inhibition = 20%
# COC(=O)C1=C(C(=O)OC)C(c2ccccc2O)c2sc(=O)[nH]c2S1 (stereo not given) across the screens: Lipid droplet = -32; Lipid droplet cells 6.5 µM = 630; K1F lysis inhibition = 1.5%[50 µM]; SIAH1 antagonists = 4%; P. falciparum M1AAP = 45%; XIAP displacement = -3.6%; PMI inhibition = 31%; TNAP activators = 1.1; PMI inhibitors = 9%; M17LAP inhibition = 22%

# High-throughput results: PubChem, several laboratories
